Myeloid diff 2 = compounds promoting myeloid differentiation; hit rate 1% among 360,000; calls only at 10 µM; AID 624256; ER-HoxA9 myeloid progenitors, lysozyme-GFP differentiation, flow cytometry;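 active means normalized GFP-positive differentiation at or above the plate's own cutoff, the solvent-only control mean plus 3 SD; inconclusive means no clear call, values can overlap the other calls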;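 further: cells exposed to compound for four days before flow analysis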
UTI89 phage lysis = protection from phage-mediated lysis, alamar blue read-out – E. coli UTI89, K1F phage, bacterial capsule biogenesis inhibitors (AID 488966); E. coli UTI89 K1F phage lysis, alamar blue, 2 h; higher % means a stronger effect; inhibition, % at 100 µM, or IC50 in µM where a hit was titrated; hit rate 0.02% among 340,000;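 active means phage lysis inhibition, versus mean bacterial control, above a set limit; inconclusive means no clear call, values can overlap the other calls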;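 further: capsule biogenesis inhibitors block K1F phage lysis so surviving cells raise fluorescence; higher fluorescence means more inhibition of phage lysis; actives were called in the ten point dose series up to 300 µM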
MgcRacGAP inhibition = MgcRacGAP GTPase-activating activity inhibitors, confirmation, biochemical, ADP Hunter fluorescence; inhibition, % at 30 µM, or IC50 in µM where a hit was titrated; AID 624330; MgcRacGAP-stimulated Rac1 GTP hydrolysis, ADP Hunter fluorescence; higher % means a stronger effect; GST-tagged Rac1 F28L mutant substrate; hit rate 0.6% among 340,000;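 active means first-screen hits whose inhibition reached a set limit at any dose in the follow-up dose series; inconclusive means inhibition above the set first-screen limit but never retested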;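 further: fluorescence reports GDP produced by GAP-driven GTP hydrolysis; strong numbers were not always called active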
Myeloid diff 2 GFP+ MAC1+ % = recorded beside Myeloid diff 2, whose call it bears; GFP+ MAC1+ double positive, %; measured here: differentiation confirmed by MAC1 staining
Active calls of the source: *; i = inactive; ? = inconclusive; / = no result given; [ ] = dose if it differs, or a comment.

Value order – UTI89 phage lysis, MgcRacGAP inhibition, Myeloid diff 2, Myeloid diff 2 GFP+ MAC1+ %
COc1ccccc1N1CCN(CCCCN2C(=O)C3CCCN3C2=O)CC1 (stereo not drawn)
  -1.6%, -3.7%, i, 0.6
CC/C(=C\c1ccc(Cl)cc1)c1ccncc1
  -0.8%, 5.2%, i, 1.4
CNC(=S)NN=C(C)c1ccc(OC)cc1O
  -2.1%, 9.3%, i, 1.3
Cc1ccc2c(O)c(Cc3ccccc3)c(=O)[nH]c2n1
  0.2%, 5.6%, i, 0.4
COc1cccc(CNCc2cccc(OC)c2O)c1O
  -1.9%, -13.3%, i, 0.4
O=C(CN1CCN(S(=O)(=O)c2ccc(Br)s2)CC1)NC1CCCCC1
  -0.1%[50 µM], 1.9%, i, 0.6
Cc1c(NC(=O)CSc2nnc(C(C)N(C)C)n2-c2ccccc2)c(=O)n(-c2ccccc2)n1C (stereo not drawn)
  1.4%[50 µM], 2.1%, i, 1.0
CC(C)(C)C1CCC(CN2CCC(CN3C(=O)C(=O)NC[C@@H]3Cc3ccccc3)CC2)CC1 (stereo partly drawn)
  0.1%, 6.6%, i, 0.8
COc1ccc(CNCCS(=O)(=O)NC2CCCCC2)cc1
  1.4%, 5.0%, i, 0.8
Cc1ccc(NC(=O)CN2CCN(C(=O)c3ccco3)CC2)cc1S(=O)(=O)N(C)C
  0.5%[50 µM], 21.0%, i, 1.1
Nc1nc(SCc2ccccc2)c2ncn(C3CCCCC3)c2n1
  2.4%, -1.3%, i, 1.6
COc1ccc(NS(=O)(=O)N2CCCCC2)cc1
  -2.1%, -4.8%, i, 0.9
O=C(/C=C/c1ccccc1)CC(=O)c1ccccc1
  -1.6%, -3.6%, i, 1.1
CC(=O)Nc1ccc(Nc2nc3ccccc3nc2NS(=O)(=O)c2ccc(Cl)c([N+](=O)[O-])c2)cc1
  -0.1%[50 µM], 6.6%, i, 0.1
Cc1cn(CC(=O)NCC(C)c2ccccc2)c(=O)[nH]c1=O (stereo not drawn)
  -0.3%, 3.1%, i, 1.0
Nc1c(N(Cc2ccco2)C(=O)COc2ccc(Cl)cc2)c(=O)[nH]c(=O)n1Cc1ccccc1
  -0.2%[50 µM], 3.4%, i, 0.4
CCC(=O)c1cc(Br)ccc1OCC(=O)N1CCN(S(=O)(=O)c2ccccc2)CC1
  0.4%[50 µM], 6.2%, i, 0.2
CCOC(=O)c1sc(N)nc1C(F)(F)F
  3.3%, 0.8%, i, 1.4
OCC1OC(c2ccccc2)OC2COC(c3ccccc3)OC12 (stereo not drawn)
  0.6%, 5.2%, ?, /
Cc1nn(-c2ccccc2)c(C)c1C(=O)OCC(O)=C(C#N)c1nc2ccccc2[nH]1
  -1.2%, 9.0%, i, 3.2
Nc1cc2[nH]c(=O)c3ccccc3c2cc1[N+](=O)[O-]
  7.2%, 9.8%, ?, /
O=[N+]([O-])c1cccc(C([O-])=C(C(=S)Nc2cccc3ccccc23)[n+]2ccccc2)c1
  -2.8%, 20.3%, i, 2.6
CCOc1ccc(NS(=O)(=O)c2ccc(C(=O)N(C)CC(=O)Nc3ccccc3Br)cc2)cc1
  0.7%[50 µM], 3.5%, i, 0.4
CCN(C(=O)COC(=O)CNC(=O)c1cccs1)c1c(N)n(Cc2ccccc2)c(=O)[nH]c1=O
  0.7%[50 µM], 2.2%, i, 1.0
CCOC(=O)C1CCCN(C(=O)C2CCN(Cc3nc(-c4ccc(Cl)cc4)oc3C)CC2)C1 (stereo not drawn)
  -0.2%, 4.7%, i, 0.0
O=P(Cc1ccccc1)(Cc1ccccc1)c1ccccc1
  -0.7%, 1.2%, i, 2.0
CC(C)N1CCC(=O)NC1=O
  0.4%, 3.7%, i, 1.0
O=c1[nH]c(C(F)(F)C(F)(F)C(F)(F)F)no1
  -0.7%, 4.8%, i, 1.1
COc1cc(N)c2ncccc2c1Br
  -3.2%, 20.0%, i, 1.8
O=S(c1ccccc1)c1ccccc1
  -0.5%, 0.8%, i, 0.8
COc1ccc(S(=O)(=O)NC(C(=O)OCC(=O)Nc2ccc(N3CCOCC3)cc2)C(C)C)cc1 (stereo not drawn)
  0.2%[50 µM], 0.6%, i, 0.2
Cc1cc(=O)c2c(o1)C(=O)c1occc1C2=O
  -0.4%, 21.4%, i, 0.9
O=C(c1ccccc1)C(CCc1ccccn1)CCc1ccccn1
  1.3%, 2.5%, i, 1.0
O=C(Cc1ccccc1[N+](=O)[O-])NCC(O)c1ccc2c(c1)OCO2 (stereo not drawn)
  -1.0%, 3.2%, i, 0.8
CC[C@]12C(=O)N(C)C[C@H]([C@@H]3C(=O)N(C)C(=O)[C@@H]31)N2C(=O)c1ccc(F)cc1
  1.5%, 8.0%, i, 0.8
CN(C)c1ccc(C(O)c2cc3ccccc3s2)cc1 (stereo not drawn)
  -2.9%, -9.2%, i, 2.6
CCC1(c2ccccc2)SCC(c2ccccc2)=NC1=O (stereo not drawn)
  0.2%, -2.2%, i, 0.3
CCN(C(=O)COC(=O)c1cccc(S(=O)(=O)N(C)C)c1)c1c(N)n(Cc2ccccc2)c(=O)[nH]c1=O
  0.7%[50 µM], 3.4%, i, 0.8
CN(C(=O)c1cccc(NC(=O)Cc2ccc(NC(=O)C3CCN(C(=O)C4CCC4)CC3)cc2)c1)C1CCCCC1
  0.4%, 8.5%, i, 1.0
CCOC(=O)c1ccccc1OC(=O)Oc1ccccc1C(=O)OCC
  -0.2%, 7.3%, i, 1.0
N#CC1C(=O)NC(=O)CC12CCCCC2 (stereo not drawn)
  -1.1%, 9.8%, i, 4.9
Cc1ccc(S(=O)C(c2ccccc2)c2ccccc2)cc1 (stereo not drawn)
  1.5%, 12.2%, i, 0.9
CSCCC1NC(=O)C(C(C)=NNC(N)=O)=C1O (stereo not drawn)
  1.1%, 7.5%, i, 1.6
O=c1[nH]c(-c2ccccc2)nc(CN2CCCCC2)c1O
  0.6%, 3.4%, i, 1.3
Cc1ccccc1Oc1ccc2c(c1)[C@@H]1C[C@H](N(C)C(=O)NC3CCCCC3)[C@H]([C@H](C)O)C(=O)N1CC2
  0.2%, 12.2%, i, 0.4
O=C(OCC(=O)N(CCc1ccccc1)Cc1ccccc1)c1cccc(S(=O)(=O)N2CCOCC2)c1
  -0.9%[50 µM], -1.6%, i, 0.4
CC(OC(=O)Nc1ccccc1)C(=O)OC1CCCCC1 (stereo not drawn)
  -2.4%, 6.2%, i, 0.7
O=[N+]([O-])c1nc2ccccc2[nH]1
  -2.5%, -4.5%, i, 0.7
N#Cc1c(-c2ccc(Cl)cc2)n(O)c2ccccc12
  7.8%, 20.7%, ?, /
COC(=O)C=C1CCC2C3CCC4=CC(=O)CCC4(C)C3C(=O)CC12C (stereo not drawn)
  1.4%, 5.2%, i, 0.7
COc1ccc(Oc2c(OC)cc([N+](=O)[O-])c3ncccc23)cc1
  0.7%, 4.6%, i, 0.3
CC(C)=CCc1c2c(c3occ(-c4ccc(O)c(O)c4)c(=O)c3c1O)C=CC(C)(C)O2
  -1.0%, -6.0%, i, 1.4
COc1ccc(C=CC(C)=NNC(=O)c2ccncc2)cc1
  4.1%, -5.4%, i, 0.9
Nc1cc2c(cc1Cl)-c1ccccc1C2=NO
  -1.2%, 6.4%, i, 0.4
CCCCn1c(N)c(N(CCOC)C(=O)CN2C(=O)NC3(CC(C)CC(C)(C)C3)C2=O)c(=O)[nH]c1=O (stereo not drawn)
  0.2%[50 µM], 4.2%, i, 0.5
COc1ccc(C=C2SC(=O)NC2=O)cc1OC
  3.2%, 7.0%, i, 0.2
O=C1CCC[C@@H]2Cc3nc4ccc(Cl)cc4cc3[C@@H]3CCN1[C@H]23
  0.3%, 10.2%, i, 1.2
O=C1C=C(c2ccccc2)C(c2ccccc2)C1O (stereo not drawn)
  0.7%, 7.9%, i, 1.2
CCCN1CCN(C(=O)Cn2nc(C)n3c(cc4c(OC)cccc43)c2=O)CC1
  0.0%, 5.5%, i, 0.0
COc1ccccc1NC(=O)C(C)OC(=O)C1CCN(S(=O)(=O)c2ccccc2C(F)(F)F)CC1 (stereo not drawn)
  -0.2%, -7.2%, i, 0.7

New compounds follow
Value order – UTI89 phage lysis, MgcRacGAP inhibition, Myeloid diff 2, Myeloid diff 2 GFP+ MAC1+ %
COc1ccc(C2CC(=O)CCN2S(=O)(=O)c2ccc(C)cc2)cc1 (stereo not drawn)
  0.2%, 7.3%, i, 0.4
Cc1cccc(-c2nnc(-c3cccc4ccccc34)o2)c1
  3.1%, 1.4%, i, 0.9
Cc1ccc(-c2noc(CC(=O)c3ccc([N+](=O)[O-])cc3)n2)cc1
  -1.2%, 7.4%, i, 1.0
COC1OC2COC(c3ccccc3)OC2C2OC12 (stereo not drawn)
  1.0%, 1.5%, i, 1.0
O=C(c1ccccc1)c1ccc(N2CCOCC2)cc1
  0.1%, -6.0%, i, 0.7
CCOC(=O)Nc1ccc2c(c1)Cc1cc([N+](=O)[O-])ccc1-2
  0.6%, 2.9%, i, 0.8
CC(=O)Nc1ccc(CCCCc2ccc(NC(C)=O)cc2)cc1
  7.9%, -2.6%, i, 0.4
CC(CNCCCn1cnc2c(OCc3ccccc3)ncnc21)c1ccccc1 (stereo not drawn)
  0.2%, 6.2%, i, 0.3
CCC1(CC)C(=O)N(c2ccccc2)C(=N)N(c2ccccc2)C1=O
  0.5%, -9.6%, i, 0.9
Cc1cc2c(=O)n(C)c(SCC(=O)NCC3CCCO3)nc2s1 (stereo not drawn)
  0.8%, 7.0%, i, 1.1
CC1(C2CCCC2)NC(=O)NC1=O (stereo not drawn)
  -0.5%, 2.1%, i, 1.0
COC(=O)C(CC(=O)c1ccc(Cl)cc1)c1ccccc1 (stereo not drawn)
  2.8%, -9.5%, i, 0.9
COc1cc2nncc(SC)c2cc1OC
  -1.4%, 8.6%, i, 0.3
NC(=O)C(C1=CCCCC1)c1ccccc1 (stereo not drawn)
  -0.3%, 2.0%, i, 0.9
COc1ccc(NS(=O)(=O)c2cc(NC(=O)C3=NN(c4ccccc4)C(=O)CC3)ccc2C)cc1
  0.1%[50 µM], 3.1%, i, 1.4
C#CCOCCOCCOCCNc1nc(N2CCN(C(=O)Cn3cc(CC(C)O)nn3)CC2)nc(N2CCN(C(=O)[C@H](C)n3cc(CCC(=O)O)nn3)CC2)n1 (stereo partly drawn)
  3.0%, 5.1%, i, 1.7
O=C(Cc1cccc(NC(=O)C2CCCN(C(=O)C3CCC3)C2)c1)Nc1ccc(C(=O)N2CCCCC2)cc1 (stereo not drawn)
  0.3%, 5.5%, i, 0.6
O=C(NN=Cc1cccc2ccccc12)C1CC1
  -2.1%, 7.8%, i, 0.6
O=C(CC(=O)c1ccccc1)Nc1ccc([N+](=O)[O-])cc1
  -2.6%, 3.6%, i, 1.2
CC(C)C(=O)Nc1cccc(N2CCN(CCCN3C(=O)C4CCCCN4C3=O)CC2)c1 (stereo not drawn)
  -0.3%, 3.7%, i, 0.6
O=C1/C(=C/c2cccnc2)SC(=S)N1Cc1ccco1
  2.1%, -3.0%, i, 0.9
O=C(O)/C=C\C(=O)Nc1ccccc1C(=O)N1CCC(O)(c2ccc(Cl)cc2)CC1
  0.1%, 5.4%, i, 1.3
CN(C(=O)c1cccc(NC(=O)Cc2ccc(NC(=O)C3CCN(C(=O)CCc4ccccc4)CC3)cc2)c1)C1CCCCC1
  0.2%, -2.9%, i, 0.9
CCN(CC(=O)NCc1cccs1)C(=O)c1ccc(N(C)S(=O)(=O)c2ccc(C)cc2)cc1
  1.2%[50 µM], 9.9%, i, 2.4
C[C@@H]1CN(S(=O)C(C)(C)C)[C@H](CCO)/C1=C\CCO (stereo partly drawn)
  0.1%, 8.3%, i, 1.3
CCc1ccc(C2CC(c3ccc(C)cc3)n3nc(N)nc3N2)cc1 (stereo not drawn)
  -1.1%, 2.6%, i, 4.8
O=C(c1cc(Cl)cc(Cl)c1)N1CCC2CC1c1cc(-c3ccc4c(c3)OCO4)ccc12 (stereo not drawn)
  -0.1%, 10.1%, i, 0.4
Nc1nc(=O)n(C2CCCCO2)cc1Br (stereo not drawn)
  1.8%, 4.1%, i, 1.7
O=C(O)C1Oc2ccccc2C1c1ccccc1 (stereo not drawn)
  0.5%, 0.5%, i, 3.1
CCCCN1CC(COCc2ccccc2)Oc2cccc(Oc3ccc(C)cc3)c2S1(=O)=O (stereo not drawn)
  0.3%, 4.7%, i, 0.7
CN(Cc1ccccc1)C(=O)c1cccc(NC(=O)Cc2ccc(NC(=O)C3CCN(C(=O)CCc4ccccc4)CC3)cc2)c1
  0.1%, 9.0%, i, 1.0
O=C(O)c1cccc(NC(=O)c2ccccc2)c1
  -0.1%, 11.5%, i, 0.2
O=C1CCC[C@@H]2C[C@@]3(C[C@@H]4CCN1[C@H]24)Nc1cc(Cl)ccc1NC3=NC1CCCCC1
  -0.6%, 12.5%, i, 1.5

Results in Myeloid diff 2 (two entries from above):
Structure	Myeloid diff 2
O=S(c1ccccc1)c1ccccc1	i
O=[N+]([O-])c1cccc(C([O-])=C(C(=S)Nc2cccc3ccccc23)[n+]2ccccc2)c1	i

Only part of the results is shown (hit frequency here may not be typical).
